# KDM5B inhibitor: Primary screen for KDM5B Histone Demethylases FDH-coupled qHTS. Lysine-specific demethylase 5B (Homo sapiens), Q9UGL1. KDM5B demethylase, FDH-coupled NADH fluorescence (FDH is formaldehyde dehydrogenase). Potency, µM (titrated, usually from 57.7 µM), for inactives: top-dose activity change, negative = inhibition, hits mostly inhibitors. 220,000 tested, 2.6% active. AID 1347165, 2019; active means well fitted inhibition curve with a large enough effect; inconclusive means small, poorly fitted or top-dose-only effect; inactive means no such curve, though single readings can be large or run the other way; further: 0% is about no effect; nearly all actives have a fitted effect of over 70% in size
#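 Measured: NADH fluorescence change, 30 min, RT. System: KDM5BΔAP 200 nM final, H3K4me3 peptide, α-KG, Fe(II), ascorbate, NAD⁺ plus FDH, pH 7.5 HEPES. Compounds: titrated, 10 min pre-incubation with enzyme.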
# Starred values were filed as active, the others as inactive; ? = inconclusive; [ ] = another dose, or the depositor's remark. Potency means the concentration at half of the fitted maximal effect.
KDM5B inhibitor | canonical_smiles
32%[activator] | CCCCNC(=O)c1cc(-c2ccc3c(c2)OCO3)on1
16% | CNC(=O)[C@@H]1CN(C(=O)c2ccc3ncccc3c2)C[C@H]1COC
? | CCCc1cc(=O)oc2cc(OCC(=O)C(C)(C)C)ccc12
40µM* | CN1CCN(c2nccc3c(=O)cc(N(C)C4CCOCC4)oc23)CC1
12% | COCCOCc1nc(C2CCN(C(=O)c3cc(C)n(C)n3)C2)no1 (stereo not drawn)
-5% | COc1ccc(C(=O)N2CCN(C(=O)c3nnn4c3COC(c3ccc(F)cc3)C4)CC2)cc1F (stereo not drawn)
10%[86.2 µM] | COc1ccc(-c2noc([C@@H]3C[C@H](NC(=O)c4ccc(C#N)cc4)CN3C)n2)cc1
-36% | Clc1cccc(CSc2ccc(-c3cccs3)nn2)c1

# Entries listed so far shown as hits in KDM5B inhibitor:
KDM5B inhibitor | canonical_smiles
40µM* | CN1CCN(c2nccc3c(=O)cc(N(C)C4CCOCC4)oc23)CC1

# Further structures:
KDM5B inhibitor | canonical_smiles
1% | O=C(Nc1ccccc1SC1CCCC1)c1ccc(F)cc1
11% | O=C(Nc1c(C(=O)c2ccc(Cl)cc2)oc2ccccc12)c1cc(=O)c2ccccc2o1
-8% | CC(=O)Nc1cccc(C(=O)NC2CCCN(c3cc(-c4ccccc4)[nH]n3)C2)c1 (stereo not drawn)
6% | CCn1c(CSc2n[nH]c(-c3ccccc3)n2)nc2cc(S(=O)(=O)N(C)C)ccc21
-14% | N#Cc1ccc(Cn2c(CN3CCOCC3)nc3scc(-c4cccs4)c3c2=O)cc1
-10% | CCOc1ccccc1NC(=O)N1CCC(=O)N(CC)C2(CCOCC2)C1
5% | Cc1ccc(OCCn2cc(C(=O)C3CC3)c3ccccc32)cc1
-7% | COc1ccc(NC(=O)c2c(-c3ccccc3)c(-c3ccccc3)nn(C)c2=O)cc1OC

KDM5B inhibitor | canonical_smiles
-11%[86.2 µM] | CCCCN1C(=O)[C@@H]2C[C@@H](O)CN2C2(CN(Cc3cnc4ccccc4c3)C2)C1=O
-20%[86.2 µM] | CNC(=O)C1CN(c2ccc(OC)cc2)C(=O)N1 (stereo not drawn)
22% | CCc1nc(-c2c3n(c(=O)n(CC(=O)Nc4ccc(Cl)cc4F)c2=O)CCCC3)no1
? | N#C/C(=C/c1cccc(O)c1)c1nc2ccccc2[nH]1
28µM* | CN(C)C[C@@H]1CN(c2ncccn2)C[C@H]1NC(=O)c1ccc(Cl)s1
-11%[86.2 µM] | CC(=O)NC[C@@H]1C=C(C)[C@H](CC(=O)N2CCCC2)C[C@H]1C(C)C
4% | COc1ccc(CN(CC2CCCO2)C(=O)C2CCN(CC(N)=O)CC2)cc1 (stereo not drawn)
7% | CCCN(CC1CCOC1)S(=O)(=O)c1ccccc1C(F)(F)F (stereo not drawn)

KDM5B inhibitor | canonical_smiles
-10% | O=C(O)C[C@@H]1CCN(C(=O)c2ccco2)C[C@@H]1CCN1CCN(c2ccc(F)cc2)CC1
5% | COc1ccc(C(CNC(=O)C2CCN(S(=O)(=O)c3ccc4c(c3)CCC4)CC2)N(C)C)cc1 (stereo not drawn)
24% | CCC(C)N1CNc2c(c(=O)[nH]c(=O)n2-c2ccc(Cl)cc2)C1 (stereo not drawn)
-4% | CCOC(=O)c1cc(-c2ccccc2)n(CC(=O)NC(C)c2ccccc2)c1C (stereo not drawn)
6% | Cc1ccc(S(=O)(=O)N(CC(=O)N2CCCCCC2)c2ccccc2F)cc1
5% | O=C(CCc1nc(-c2ccc(Cl)cc2)no1)Nc1cccc(S(=O)(=O)NC2=NCCC2)c1
2% | CCCCNC(=O)CSc1cc(C)c2cccc(C)c2n1
1%[86.2 µM] | O=C1Nc2ccccc2OCC12CCN(CC1CCCC1)CC2

KDM5B inhibitor | canonical_smiles
-14% | CN1CCN(C(=O)C2CCC(=O)N(Cc3cccc(C(F)(F)F)c3)C2)CC1=O (stereo not drawn)
-33% | CN1CCCC1c1nc(C2CNC2)no1 (stereo not drawn)
31% | CCCCNS(=O)(=O)c1ccc2nc(-c3cccnc3)cc(C(=O)NC3CCCC3)c2c1
21% | Cc1ccc(NC(=O)N2CCCC(Cn3cnc4cccnc43)C2)c(Cl)c1 (stereo not drawn)
16% | N#CC1(c2ccc(NC(=O)Cc3ccc(Cl)cc3)cc2)CCCC1
-18% | O=C(Cc1ccccn1)c1ccc(O)cc1O
-25% | COc1ccc(N(CC(=O)N2CCN(c3ccc(F)cc3)CC2)S(=O)(=O)c2c(C)noc2C)cc1
-4% | CN(C)CCCn1c(=O)[nH]c(=O)c2c1ncn2C

# Rewritten field by field: entries from further up.
SMILES: N#CC1(c2ccc(NC(=O)Cc3ccc(Cl)cc3)cc2)CCCC1
  KDM5B inhibitor = 16%

SMILES: O=C(Cc1ccccn1)c1ccc(O)cc1O
  KDM5B inhibitor = -18%

SMILES: COc1ccc(N(CC(=O)N2CCN(c3ccc(F)cc3)CC2)S(=O)(=O)c2c(C)noc2C)cc1
  KDM5B inhibitor = -25%

# More structures follow:
KDM5B inhibitor | canonical_smiles
? | O=[N+]([O-])c1cccc(-c2ncc[nH]2)c1
-21% | Cc1ncoc1C(=O)N[C@@H]1CN(S(C)(=O)=O)C[C@H]1CN(C)C
-8% | Cc1ccccc1/[N+]([O-])=C\c1cccs1
? | O=C(NCCN1CCN(C(=O)c2ccc(F)cc2)CC1)C(=O)NCc1ccccc1
? | COc1ccc(CN2CCc3oc(C)c(C(=O)N4CCN(c5ncccn5)CC4)c3C2)cc1
? | Oc1ccc(N=Cc2ccc3ccccc3c2)cc1
-11% | CCc1noc(-c2cn(C3CCN(C(=O)C(C)Oc4ccc(Cl)cc4)CC3)nn2)n1 (stereo not drawn)
? | Cc1nc(CN2C(=O)OC3(CCN(Cc4ccc(C(C)C)cc4)CC3)C2(C)c2ccccc2)cs1 (stereo not drawn)

KDM5B inhibitor | canonical_smiles
? | Oc1ccc(-c2csc(Nc3cccc(O)c3)n2)cc1
? | CCOC(=O)C1=C(c2ccccc2)NC(=S)NC1c1ccc(Cl)cc1 (stereo not drawn)
-18% | CCN(Cc1c(O)cccc1OC)CC1CCN(CCc2ccccc2C)CC1
-20% | CC(C)CN1CCn2nc(CNC(=O)N3CCN(C)CC3)cc2C1
-4% | COc1ccc(C(CNC(=O)c2cc(-c3cccs3)on2)N2CCOCC2)cc1 (stereo not drawn)
? | COC(=O)Cn1c2nc3ccccc3nc2c2cccc(C)c21
13% | CC(C)c1ccc(NC(=O)CSc2ncc3c(n2)-c2cc(Cl)ccc2N(C)S3(=O)=O)cc1
? | Cc1c(C(=O)Nc2ccc3c(c2)N(C)C(=O)CO3)oc2ccccc12

KDM5B inhibitor | canonical_smiles
-6% | Cc1nc(N2CCC(C(=O)NC3CCCCCCC3)CC2)cc(C(F)(F)F)n1
0% | COCCNC(=O)[C@@H]1C[C@H](Oc2cccnc2)CN1C(=O)c1nccn1C
? | CC(C)CC[n+]1ccn(-c2nc3ccccc3nc2[N-]S(=O)(=O)c2ccc(Cl)cc2)c1
7% | CN(C(=O)CN1CCN(Cc2ccccc2)CC1)c1ccccc1C(=O)NCc1ccco1
-1% | CCc1noc([C@@H]2CC(F)(F)CN2C(=O)c2ccoc2C)n1
-9% | COCCCNC(=O)Cn1ccc2ccc(Cl)cc21
1% | Cc1ccsc1CN1CCCOCCNC(=O)[C@@H]2CCCC[C@@H]21
5% | COc1cccc(-n2nnc3c(N4CCN(S(=O)(=O)c5ccccc5F)CC4)ncnc32)c1

# 4 compounds from above, sorted by SMILES length, largest number first:
KDM5B inhibitor | canonical_smiles
5% | COc1cccc(-n2nnc3c(N4CCN(S(=O)(=O)c5ccccc5F)CC4)ncnc32)c1
7% | CN(C(=O)CN1CCN(Cc2ccccc2)CC1)c1ccccc1C(=O)NCc1ccco1
1% | Cc1ccsc1CN1CCCOCCNC(=O)[C@@H]2CCCC[C@@H]21
-9% | COCCCNC(=O)Cn1ccc2ccc(Cl)cc21

# Next structures follow.
KDM5B inhibitor | canonical_smiles
5% | O=C(CCCc1c[nH]c2ccccc12)NCC(=O)N1CCCCCCNC(=O)CC1c1ccccc1 (stereo not drawn)
-11% | NCCSCc1ccco1
18% | CCn1c(SCC(=O)Nc2ccc(F)cc2F)nnc1C(C)NC(=O)c1ccco1 (stereo not drawn)
35%[activator] | C[C@@H]1CN(C(=O)c2ccc(Cl)o2)C[C@@]1(O)C1CCC1
0% | CC(C)c1ccc(C(C)NC(=O)c2ccc(C(F)(F)F)nc2)cc1 (stereo not drawn)
69%[activator] | CCC[C@H]1CN(S(=O)(=O)c2ccc(-c3ccn[nH]3)o2)C[C@@H]1N
-16%[86.2 µM] | COC(=O)[C@@H]1Cc2ncn(Cc3ccccc3)c2CN1S(=O)(=O)Cc1ccccc1
41%[activator] | COc1ccccc1-c1[nH]ncc1CN1CCCCCNC(=O)CC1c1ccccc1 (stereo not drawn)

KDM5B inhibitor | canonical_smiles
? | O=C(Nc1ccccc1)C1CCN(S(=O)(=O)c2ccc3[nH]c4c(c3c2)CCCCC4)CC1
-20% | CCOC(=O)Cn1c(=O)c2c(nc(N3CCOCC3)n2Cc2ccccc2)n(C)c1=O
-23% | COc1ccc(C(=O)N2CCCC(c3nc(-c4cnccn4)no3)CCNC(=O)CC2)cn1 (stereo not drawn)
-30% | Fc1ccc(Cc2nc(-c3nnn4c3COC(c3ccc(Cl)cc3)C4)no2)cc1 (stereo not drawn)
0% | CCOc1ccc(NC(=O)CSc2nnc3scc(-c4ccc(Cl)cc4)n23)cc1
-30% | CC(C)Oc1ccc(CNS(=O)(=O)c2ccc(-c3cc(C(F)(F)F)on3)s2)cc1
4% | CCN(CC)S(=O)(=O)c1cccc(NC(=O)COC(=O)c2cc(=O)c3ccccc3o2)c1
-1% | Cc1nnc2n1CCC(N(C)C(=O)Cc1ccsc1)CC2 (stereo not drawn)

KDM5B inhibitor | canonical_smiles
-3% | Cc1ccc2oc(=O)c(-c3nc4ccc(C)cc4[nH]3)cc2c1
? | O=C(CSc1nc(-c2cccs2)nc2ccccc12)NCc1ccco1
-12% | Cc1cccc(CN2CCCC3(CCN(c4nc5ccccc5o4)C3)C2=O)c1 (stereo not drawn)
4% | O=C(CCC[C@@H]1[C@H]2CCCN3CCC[C@@H](CN1C(=O)C1CCC1)[C@@H]23)NCC1CC1
4% | Cc1[nH]c(C(=O)NOCc2ccccc2)c(C)c1C(=O)OC(C)C
7% | O=C(c1cccs1)N(Cc1cccc(Br)c1)C1CC1
3% | C=C(C)CN(CC)C(=O)CCc1ccsc1
? | Clc1cccc(N2CCN(c3nc4ccccc4c4nc(-c5ccccc5)nn34)CC2)c1

KDM5B inhibitor | canonical_smiles
-29% | O=C(C1CC=CC1)N1CCC([C@@H]2CNC[C@H]2CO)CC1
31%[activator] | CCOC(=O)c1cnc(-n2nc(C)cc2C)nc1Nc1ccc(O)cc1
? | CCc1ccc(C(c2ccccc2)c2c[nH]c3ccc(C)cc23)s1 (stereo not drawn)
-7% | CCOc1ccc2c(n1)CCN(C(=O)C1CCOCC1)C2
-1% | CN(CCC#N)C(=O)CSc1nnc(-c2c[nH]c3ccccc23)o1
-12% | Cc1cnc(C(=O)NCC2Cn3cccc3C(=O)N2CC(C)C)cn1 (stereo not drawn)
-19% | O=C(Nc1cnc(-c2ccc(F)cc2)nc1)c1ccco1
-18% | CC1CCc2c(sc3nnn(CC(=O)Nc4ccc(Cl)cc4)c(=O)c23)C1 (stereo not drawn)

KDM5B inhibitor | canonical_smiles
? | COc1ccc2nc(N(Cc3cccnc3)C(=O)Cc3ccccc3)sc2c1
-16% | Cc1ccc(CC(=O)N(C)Cc2ccsc2)cc1
-18%[115 µM] | CN(C)C1(Cc2cc(COc3ccccc3)on2)COC1
-17% | CN1CCC(C2CCN(C(=O)NC3CCCC3)C2)CC1 (stereo not drawn)
-20% | Cc1ccccc1-c1cn[nH]c1C1CCN(C(=O)CCCn2cnnn2)CC1
6% | CN1Cc2nnn(Cc3ccccc3)c2-c2ccccc2S1(=O)=O
2% | COc1nc2ccccc2nc1N1CCC(C(=O)Nc2ccc(Cl)cc2)CC1
32µM* | CC1(COc2cccnc2)COc2ccc(C(=O)NCCOc3ccccc3)cc2N1 (stereo not drawn)

KDM5B inhibitor | canonical_smiles
-26% | C/C(=N/NC(=O)c1ccc(C)s1)c1ccncc1
-7% | O=C(C1CC1)N1CCC(c2noc(-c3ccccn3)n2)C1 (stereo not drawn)
16% | CN(CCO)c1ccc(-c2n[nH]c(=O)c3ccccc23)cc1[N+](=O)[O-]
-12% | CCc1ccccc1NC(=O)c1ccc(CN2C(=O)CCn3nc(C)cc32)cc1
-3% | Cc1nc2nc(N)nn2c(C)c1CC(=O)NCCC(C)C
7% | COC(=O)c1cccc(OC(=O)c2ccccc2C)c1
? | Cc1cccc(NC(=O)C2CCN(S(=O)(=O)c3c(C)noc3/C=C/c3ccco3)CC2)c1C
20µM* | N#Cc1ccc(CN2CCCCCCNC(=O)[C@@H]3C[C@@H](C(=O)NCCc4cnc[nH]4)C[C@@H]32)cc1

KDM5B inhibitor | canonical_smiles
3% | CN(C)C[C@@H]1CN(S(C)(=O)=O)C[C@H]1NC(=O)c1ncccn1
8% | O=Cc1cc(Cc2ccccc2Cl)ccc1O
17% | O=[N+]([O-])c1ccc(/C=N/OCc2cc(F)cc3cccnc23)cc1
-25% | COc1ccc(CCNC(=O)CCn2c(=O)c3cccn3c3ccc(F)cc32)cc1OC
? | O=C(Nc1nc(-c2ccc(F)c(F)c2)cs1)c1cnccn1
32µM* | COCCCNc1nc2c([S+](=O)([O-])c3ccc(OC)cc3)nnn2c2ccccc12
-2% | CCOCc1nc(C2CCCN(C(=O)c3cccnc3)C2)no1 (stereo not drawn)
24% | O=C(c1cn(Cc2ccc(Cl)cc2)nn1)N1CCCC(OCc2cccnc2)C1 (stereo not drawn)

# High-throughput results: PubChem BioAssay, National Center for Advancing Translational Sciences (NCATS)

# Only part of the results is shown (hit frequency here may not be typical).
